# High-throughput results: PubChem BioAssay, Sanford-Burnham Center for Chemical Genomics
# ATG4B inh = ATG4B protease inhibitors, primary screen, biochemical, fluorescence, uHTS. actives 0.51% (n = 340,000). ATG4B cleavage of LC3-PLA2, NBD-HPC fluorescence, 1 h. inhibition, % at 8.33 µM; in the data active = inhibition above about 40%
# Target sequence (Q9Y4P1 whole entry, looked up): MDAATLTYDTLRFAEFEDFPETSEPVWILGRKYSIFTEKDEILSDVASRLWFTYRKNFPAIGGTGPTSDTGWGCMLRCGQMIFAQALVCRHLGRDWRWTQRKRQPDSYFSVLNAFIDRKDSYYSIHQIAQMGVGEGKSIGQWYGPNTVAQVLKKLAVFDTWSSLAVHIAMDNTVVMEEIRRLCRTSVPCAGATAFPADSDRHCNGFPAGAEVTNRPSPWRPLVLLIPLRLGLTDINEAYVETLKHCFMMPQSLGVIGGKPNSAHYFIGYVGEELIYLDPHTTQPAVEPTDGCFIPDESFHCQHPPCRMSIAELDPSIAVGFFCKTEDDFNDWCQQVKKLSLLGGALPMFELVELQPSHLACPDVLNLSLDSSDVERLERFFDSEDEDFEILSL
# EBI2 block = EBI2 receptor antagonists, beta-arrestin recruitment, primary screen, cell-based, luminescence, 7a,25-OHC stimulation, uHTS. 7a,25-OHC stimulated. inhibition, % at 5 µM. actives 0.81% (n = 360,000). AID 651636, 2012; in the data active = inhibition above about 38%;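 also: enzyme fragment complementation signal reports receptor beta-arrestin coupling in cells; 0% = agonist plus DMSO wells and 100% = wells without agonist; some results beyond the cut were filed as inactive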
# APJ antagonist = antagonists of human apelin receptor APJ, primary screen, CHO-K1 cells, beta-arrestin complementation, luminescence; P35414; inhibition, % at 20 µM; actives 0.32% (n = 330,000); AID 2521, 2010;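 active = inhibition above about 40% at 20 µM, limit read from the data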;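 also: cells challenged with 10 nM apelin-13 agonist together with compound; plate controls were apelin-13 plus DMSO wells for no effect and DMSO wells lacking apelin-13 for full effect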
# Gli-Sufu block = Gli-Sufu pathway antagonists, primary screen, luciferase luminescence, Sufu-KO-LIGHT cells, uHTS | inhibition, % at 5 µM | Sufu-KO-LIGHT fibroblasts, Gli luciferase reporter luminescence | actives 0.74% (n = 340,000);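 active = inhibition above about 55%, limit read from the data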;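 also: 0% = DMSO-treated cells and 100% = wells with medium but no cells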
# APJ agonist = agonists of human apelin receptor APJ, primary screen, CHO-K1 cells, PathHunter beta-arrestin, luminescence. P35414. 0% DMSO wells, 100% apelin. activation, % at 20 µM. actives 0.11% (n = 330,000);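 active = activation more than six SD over the plate average, tested at 20 µM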;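 also: 0% = DMSO alone and 100% = apelin-13 at 10 nM; some results filed as inactive read as strong as hits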
#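 Material: CHO-K1 APJ beta-arrestin complementation cell line; Input: cell density 1000 per well; Incubation: compound stimulation 90 min at 25 °C, detection 60 min; Signal: luminescence from split beta-galactosidase complementation, Galacton Star/Emerald II substrate; Controls: DMSO-only wells as negative, 10 nM Apelin-13 as positive control.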
# CCR6 antag = CCR6 receptor antagonists, primary screen, cell-based, CHO-K1, luminescence, beta-arrestin, uHTS. C-C chemokine receptor type 6 (Homo sapiens), P51684. CHO-K1 CCR6 PathHunter beta-arrestin, CCL20-stimulated. inhibition, % at 20 µM. actives 0.49% (n = 340,000). AID 493098, 2011;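 active = compounds whose inhibition of the agonist-driven luminescence signal at 20 µM reaches about 50%, limit read from the data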;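 also: cells stimulated with CCL20 at 14 nM final; plate controls were DMSO with CCL20 for no effect and DMSO without agonist for full effect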
# Target sequence (P51684 whole entry, looked up): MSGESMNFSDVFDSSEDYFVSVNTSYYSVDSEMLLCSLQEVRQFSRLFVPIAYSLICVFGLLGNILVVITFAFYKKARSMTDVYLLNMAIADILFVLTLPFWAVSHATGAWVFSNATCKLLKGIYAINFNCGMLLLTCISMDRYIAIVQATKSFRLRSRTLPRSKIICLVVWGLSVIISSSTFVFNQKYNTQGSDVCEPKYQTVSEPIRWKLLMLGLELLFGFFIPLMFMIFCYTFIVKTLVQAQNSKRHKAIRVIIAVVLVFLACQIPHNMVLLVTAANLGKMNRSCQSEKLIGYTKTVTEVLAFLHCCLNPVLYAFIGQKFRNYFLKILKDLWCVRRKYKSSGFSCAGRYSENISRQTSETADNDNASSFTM
# CXCR6 block = CXCR6 receptor inhibitors, primary screen, cell-based, beta-arrestin, luminescence, CHO-K1 PathHunter, 1536-well. inhibition, % at 20 µM. actives 0.36% (n = 360,000); in the data active = inhibition above about 34%, passing the limit was not always enough;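 also: antagonist mode with CXCL16 agonist at 10 nM final; 0% = 10 nM CXCL16 with DMSO and 100% = unstimulated wells without agonist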
# UBC13 inh = UBC13 polyubiquitin chain formation inhibitors, primary screen, biochemical, TR-FRET, uHTS; actives 0.47% (n = 330,000); inhibition, % at 20 µM; Ubiquitin-conjugating enzyme E2 N (Homo sapiens), P61088; in the data active = inhibition above about 45%, passing the limit was not always enough
# Target sequence (P61088 whole entry, looked up): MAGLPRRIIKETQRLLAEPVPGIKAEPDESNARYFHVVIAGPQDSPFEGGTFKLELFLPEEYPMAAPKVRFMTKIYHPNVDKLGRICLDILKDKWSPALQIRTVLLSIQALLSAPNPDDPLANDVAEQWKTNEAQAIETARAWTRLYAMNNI
# Starred values were filed as active, the others as inactive; . = no result given. Rows were taken by chance. About 3% of those tested had a hit in this group.
SMILES,APJ agonist,CCR6 antag,ATG4B inh,EBI2 block,Gli-Sufu block,CXCR6 block,UBC13 inh,APJ antagonist
c1ccc2c(CCN3CCNC[C@H]3Cc3cccc4ccccc34)cccc2c1,0,3,-14,-6,1,-23,46*,2
O=C(O)Cn1cc(C(=O)c2ccco2)c2ccccc21,-2,-8,-4,-10,2,4,12,-13
Cc1ccc(S(=O)(=O)N(C)c2ccc(OC(=O)c3cc(=O)[nH]c4ccccc34)cc2)cc1,-4,27,3,7,-5,5,-12,15
CCC(C(=O)NCCC1=CCCCC1)n1nc(C)c2c(C)n(-c3ccccc3)nc2c1=O (stereo unspecified),-2,21,20,5,11,-1,-2,-12
O=C(C/C=N/OCc1c(Cl)cccc1Cl)c1cnc(-c2ccccc2)s1,-3,-10,-2,0,-6,6,-13,10
COc1ccccc1NS(=O)(=O)c1ccc(C(=O)NCc2ccc(S(N)(=O)=O)cc2)cc1,-2,5,3,1,8,-5,-8,7
O=C(Nc1ccc(Cl)c(S(=O)(=O)N2CCCCC2)c1)c1cccnc1,-1,10,-11,-8,-1,-12,4,6
O=C1C(=O)c2ccccc2C(O)=C1c1ccccc1F,-3,22,3,7,12,16,-27,25
CC(=O)c1sc(NC(=O)CS(=O)(=O)c2ccc(F)cc2)nc1C,3,-7,-1,-16,-3,-6,-8,6
O=C(c1ccco1)N1N=C(c2ccc(Br)cc2)CC1(O)C(F)(F)F (stereo unspecified),0,19,-16,-8,-8,7,8,0
O=C(COC(=O)/C=C/c1cccc([N+](=O)[O-])c1)NCCCN1CCCC1=O,-3,8,5,5,-3,-9,-5,2
CC1CC(C)CN(c2ccc(C(=O)NCc3ccc4c(c3)OCO4)cc2[N+](=O)[O-])C1 (stereo unspecified),-3,36,-11,34,10,17,-20,1
O=C1CNC(=O)/C(=C\c2ccccc2)N1,-3,2,1,-4,1,-2,1,-1
COc1ccc(S(=O)(=O)N2CCCCC2)cc1NC(=O)C1CC(=O)N(c2ccc3c(c2)OCCO3)C1 (stereo unspecified),1,2,-6,-7,3,2,-7,14
O=C/C(=C\Nc1ccc(Cl)cn1)c1nc2ccccc2o1,-3,4,-5,8,7,8,3,1
COC(=O)C1=C(C)N(Cc2ccccc2)C(=NCCc2c[nH]c3ccccc23)N[C@H]1c1cccc(C(F)(F)F)c1,-1,-2,-14,-5,-15,-11,74*,39
COc1ccc(/C=C/c2c(-c3ccc(OC)cc3)oc3ccc(-c4ccc(OC)cc4)cc23)cc1,7,13,1,11,-19,-9,10,-4
Cc1ccc2c(c1)N(CC(=O)Nc1ccccc1F)C(=O)CO2,-1,-7,2,-3,6,-7,-2,19
C#CCOCCOCCOCCNc1nc(N2CCN(C(=O)CCCCCCCCCCNC(=O)[C@H](CCCCN)n3cc(CCCC(=O)O)nn3)CC2)nc(N2CCN(C(=O)CCCCCCCCCCNC(=O)[C@H](CCCN=C(N)N)n3cc(C[C@@H](C)CC)nn3)CC2)n1,-1,-16,37,-4,-17,5,123*,25
CC(C)c1ccccc1NC(=O)c1ccccc1NC(=O)C1CCCCC1,-1,2,3,-6,9,0,6,4
COc1cc(NC(=O)COC(=O)CSc2cc(C)ccc2C)c(C)cc1[N+](=O)[O-],-5,-14,-19,4,-6,-3,-18,7
Cc1cccn2cc(-c3cc4ccccc4oc3=O)nc12,2,-2,-3,-16,-75,-2,-3,-21
COc1ccc2ncc(S(=O)(=O)c3ccccc3)c(N3CCN(c4ccccc4)CC3)c2c1,-6,8,13,18,24,2,4,6
COc1ccc(CCNC(=O)CN(c2ccc(OC)c(OC)c2)S(=O)(=O)c2ccc(C)cc2)cc1,-2,11,-11,2,6,3,4,9
CCn1c(=O)c(C(=O)CN2CCc3ccccc32)c(N)n(Cc2ccccc2)c1=O,-2,21,3,9,0,-1,-15,-7
CCCCNC(=O)CCN1N=C(c2ccccc2)CCC1=O,-2,-1,4,4,3,-2,12,-9
CCCC12CN3CC(CCC)(CN(C1)C3C(O)C(O)C(O)CO)C2=O (stereo unspecified),-3,-4,-17,-13,-1,3,0,-14
Cc1nc2ccccc2nc1OCC(=O)Nc1ccc(F)cc1,1,16,1,-2,20,-5,1,-16
CC1CCCCN1C(=O)COC(=O)c1cc([N+](=O)[O-])ccc1N1CCOCC1 (stereo unspecified),-4,9,-5,-8,-1,-2,-6,22
CC1CCN(S(=O)(=O)c2ccc3c(c2)oc(=O)n3CC(=O)N2CCc3ccccc3C2)CC1,1,-6,-10,-5,-2,5,-1,-56

# Going on with the list.
SMILES,APJ agonist,CCR6 antag,ATG4B inh,EBI2 block,Gli-Sufu block,CXCR6 block,UBC13 inh,APJ antagonist
CCN(CC(=O)Nc1ccc2c(c1)OCCO2)C(=O)CCc1ccc(OC)cc1,-4,7,-11,-5,-11,-1,6,14
O=C(CNC(=O)c1cccs1)NCC(=O)OCc1c(Cl)cccc1Cl,-1,5,0,-6,7,-12,4,-4
COc1cc(/C=C/C(=O)OCC(=O)N2CCCc3ccccc32)ccc1O,0,9,0,7,8,3,19,9
O=C(O)/C=C/C(=O)NCCc1ccccc1,-3,0,1,-2,7,-9,-1,-6
CCc1nnc(NC(=O)c2cccc(C(=O)Nc3nnc(CC)s3)n2)s1,.,73*,5,27,85*,52*,.,.
CCOC(=O)c1c(C)[nH]c(C(=O)COC(=O)c2ccc(O)cc2)c1C,-3,5,-4,7,-12,-16,-4,-9
Cc1cc2nc(-c3ccc(NC(=O)c4cccnc4)cc3)oc2cc1C,-3,-7,-11,36,8,-6,15,15
Cc1cccc(NC(=O)C2CCCN(C(=O)NC3CCCCC3)C2)c1C (stereo unspecified),-3,-15,-8,-9,12,12,2,4
O=C(O)COc1c(Cl)cc(/C=C2\NC(=O)NC2=O)cc1Br,-3,8,-3,-11,0,6,-2,4
CC(Oc1ccccc1)C(=O)Nc1nnc(S(=O)(=O)N(C)c2ccccc2)s1 (stereo unspecified),0,15,-2,-4,10,-2,-5,-3
CC(=O)c1ccc(NC(=O)C2C3C=CC(O3)C2C(=O)O)cc1 (stereo unspecified),-2,0,6,6,-15,5,0,0
O=C(OCn1nnc2ccccc2c1=O)c1ccc(Br)o1,-7,4,8,-8,1,5,4,-11
Cc1cc(C)c2c(ccc3ccccc32)n1,.,12,-11,1,6,-6,.,.
O=S(=O)(c1ccc2c(c1)OCCO2)N1C[C@@H]2C[C@H]1CN2S(=O)(=O)c1c(F)cccc1F,-1,6,-2,-1,8,-2,7,-2
COC(=O)C1=C(C)NC(=O)NC1C1CC=CCC1 (stereo unspecified),-5,4,-8,-10,5,-6,5,3
CCOC(=O)c1cocc1C(=O)O,.,-10,6,-8,19,-5,.,.
CSc1ncccc1C(=O)OCC(=O)NC1CCCC1,-2,7,-14,-2,1,-4,-4,-5
CCN(CC)S(=O)(=O)c1cc(NC(=O)CSc2nccn2C)ccc1C,-2,8,-11,-4,-8,-6,-1,3
Nc1ccn([C@H]2CC[C@@H](CO)O2)c(=O)n1,0,4,-3,3,-8,5,-2,14
Cc1cc(C)cc(NC(=O)CSc2nnc(CNC(=O)c3ccco3)n2C)c1,-2,-5,-18,-4,1,0,-7,3
O=C(c1ccco1)N1CCN(Cc2cc(=O)oc3cc(O)ccc23)CC1,0,3,-16,-16,2,10,12,9
Cc1cnn(-c2cc(N/N=C/c3ccccc3Cl)ncn2)c1,-4,12,4,-5,-22,7,-5,5
O=C(c1cc(-c2ccc(Br)cc2)nc2ccccc12)N1CCN(c2ccccc2O)CC1,10,2,-5,8,-9,-5,-13,-14
Cc1ccc(C)c(NC(=O)CSc2nnc(C3CCCCC3)o2)c1,-1,0,-4,4,6,-1,0,5
CC(C)Sc1nc2ccccc2n1CC(=O)NCc1ccc2c(c1)OCO2,0,8,-10,-2,3,0,3,-14
Cc1ccc(S(=O)(=O)N2CCOCC2)cc1NC(=O)COc1cccc(-n2cnnn2)c1,-3,0,-9,-3,-4,-6,16,16
Nc1ncnc2oc(-c3ccco3)c(-c3ccco3)c12,-1,19,-8,9,-2,0,61*,-10
N/C(=N\N=C\c1ccc([N+](=O)[O-])cc1)c1nonc1N,3,3,-6,-3,-75,-10,0,-14
CCC(Sc1nc(C)cc(C)n1)C(=O)Nc1nccs1 (stereo unspecified),-6,5,-3,2,0,-1,-2,21
CSCCC(NC(=O)c1ccccc1C)C(=O)O (stereo unspecified),-1,0,-2,1,-3,2,3,12

# Next compounds.
SMILES,APJ agonist,CCR6 antag,ATG4B inh,EBI2 block,Gli-Sufu block,CXCR6 block,UBC13 inh,APJ antagonist
Cc1cc(C(=O)CSc2nnc(-c3ccco3)o2)c(C)n1CC1COc2ccccc2O1 (stereo unspecified),.,21,-1,-2,5,-8,.,.
S=C(NCc1ccccc1)N1CCn2cccc2C1c1cccnc1 (stereo unspecified),.,3,-10,-4,1,-5,.,.
Cc1ccc(OCCn2cc(C(=O)O)c3ccccc32)cc1,4,-2,5,-11,-5,-3,-2,1
N#Cc1cc2c(nc1SCC(=O)N1CCCCC1)CCCC2,-2,5,0,-10,-7,11,6,11
O=C(Nc1ccccc1F)c1ccc(CN2CCc3ccccc3C2)cc1,-1,14,17,0,-8,-14,6,13
O=C(Nc1nccs1)c1ccc2c(c1)C(=O)N(Cc1cccnc1)C2=O,5,2,0,-8,10,-4,8,2
O=C(CCCOc1ccc(Cl)cc1Cl)NN1CCOCC1,3,0,3,0,-2,-1,-5,8
CN1CCN(NC(=O)/C=C/c2cccc(Cl)c2)CC1,-1,6,-3,3,-3,-5,-4,10
CC(C)OC(=O)CSc1nnc(-c2cccnc2)n1Cc1ccccc1,-1,12,-3,2,-31,-1,11,5
Cn1c(SCC(=O)NCCNC(=O)CSc2nnc(C(F)(F)F)n2C)nnc1C(F)(F)F,-3,18,-4,3,-23,3,1,0
CCOC(=O)c1[nH]c2ccc(Br)cc2c1NC(=O)CCN1CCC(C(=O)OCC)CC1,-3,11,-2,-13,-22,0,-1,6
NS(=O)(=O)c1cc(C(=O)OC2CCOC2=O)ccc1Cl (stereo unspecified),4,7,-1,8,-10,-2,4,-12
CC(C)NC(=O)c1onc(CSc2ccc(F)c(F)c2)c1C(=O)NC(C)C,8,18,2,4,-6,-2,13,1
CCc1ccc(NC(=O)Cn2nnc(C(=O)NCc3ccc4c(c3)OCO4)c2N)cc1,-3,16,6,-10,-12,4,-7,8
COc1ccc(-n2nnnc2SCC(=O)Nc2cccc(O)c2)cc1,-3,-10,-3,2,10,-6,-19,4
CCOC(=O)N1CCC(N(CCCOC)C(=O)Nc2ccc(CC)cc2)CC1,4,5,1,-7,9,4,-5,-5
Cc1ccc(-c2nnc(N(C)C(=O)C3CCCO3)s2)cn1 (stereo unspecified),-2,11,-11,-3,-3,-4,1,-7
CCOC(=O)C1=C(N)OC2=C(C(=O)CC(C)(C)C2)C1c1ccco1 (stereo unspecified),-2,5,3,-9,0,5,-3,13

# 3 records picked at random from the list so far:
SMILES,APJ agonist,CCR6 antag,ATG4B inh,EBI2 block,Gli-Sufu block,CXCR6 block,UBC13 inh,APJ antagonist
Cc1ccc(OCCn2cc(C(=O)O)c3ccccc32)cc1,4,-2,5,-11,-5,-3,-2,1
CCOC(=O)c1[nH]c2ccc(Br)cc2c1NC(=O)CCN1CCC(C(=O)OCC)CC1,-3,11,-2,-13,-22,0,-1,6
N#Cc1cc2c(nc1SCC(=O)N1CCCCC1)CCCC2,-2,5,0,-10,-7,11,6,11
